RNase H inhibition: RNase H inhibition, HIV 1 Gag Pol polyprotein, FRET biochemical assay, screening (AID 372). HIV-1 RT RNase H, FRET RNA/DNA substrate fluorescence; higher % means a stronger effect. actives 0.77% (n = 100,000). one-dose inhibition, % at 10 µM; IC50 in µM for titrated hits; in the data active means inhibition above about 50%
* = called active by the depositor.

| compound | RNase H inhibition |
| --- | --- |
| CC(=O)CCc1c(C)[nH]c2ccc(Br)cc2c1=S | 3% |
| CCCCOC(=O)C1=C(C)NC2=C(C(=O)CC(C)(C)C2)C1c1cccc(Cl)c1Cl (stereo not given) | 17% |
| Cc1cccc(NC(=O)c2ccncc2)c1 | 4% |
| CCCCSc1nnc2c(n1)OC(/C=C/c1ccco1)Nc1ccccc1-2 (stereo not given) | 11% |
| CN1C(=O)S/C(=C\c2cc(Cl)c(O)c(Br)c2)C1=O | 27% |
| C=CCc1cccc(C2Nc3ccccc3C(=O)N2O)c1O (stereo not given) | 6% |
| CC(=O)Oc1cccc(C(=O)Nc2ccc(-c3nc4ccccc4o3)cc2)c1 | 3% |
| COc1ccc(/C=N/Nc2ncnc3c2cnn3Cc2ccccc2)cc1O | 1% |
| N=c1c2c3c(sc2nc2n1CCCCC2)CCCCC3 | 5% |
| O=C(O)c1cc(-c2ccc(/C=N/n3cnnc3)o2)ccc1O | 18% |
| Cc1nc2ccccn2c1C(=O)NCc1ccc(Cl)cc1 | 4% |
| COc1cc(C=C2C(=O)NC(=O)NC2=O)cc(Br)c1OCc1ccccc1 | 0% |
| O=[N+]([O-])c1cc(C=NN2CCN(C3c4ccccc4-c4ccccc43)CC2)ccc1Cl | 0% |
| NC(=O)c1ccccc1NS(=O)(=O)c1cccs1 | 9% |
| CCOc1cccc(NC(=O)/C(C#N)=C\c2ccc(N3CCOCC3)o2)c1 | 12% |
| Cc1nc([N+](=O)[O-])c(Sc2nc3ccc([N+](=O)[O-])cc3[nH]2)n1Cc1ccccc1 | 2% |
| Cc1nn(-c2ccccc2)c(C)c1/C=N/NC(=O)CSc1nc2ccccc2[nH]1 | 13% |
| COc1ccc(C(=O)N/N=C\c2ccc(Br)s2)cc1 | 0% |
| O=C(CCN1C(=O)S/C(=C\c2ccccc2)C1=O)Nc1ccccc1 | 9% |
| Cc1nc(-c2ccccc2)nc2nc(-c3ccccc3)nc(C)c12 | 9% |
| N#Cc1c(NC(=O)C(c2ccccc2)c2ccccc2)sc2c1CCC2 | 6% |
| O=C(N/N=C/c1cccc(O)c1)c1cc(C2CC2)[nH]n1 | 4% |
| Cc1ccc(C(=O)Nc2ccc(Cl)cn2)cc1[N+](=O)[O-] | 30% |
| COC(=O)C1=C(C)NC2=C(C(=O)CC(c3cccs3)C2)C1c1cc(OC)c(OC)c(OC)c1 (stereo not given) | 7% |
| CCc1c(C)nc(SCC#N)c(C#N)c1C | 6% |
| CCc1ccc(CN2CCc3cc(OC)c(OC)cc3C2)cc1 | 3% |
| CCOC(=O)c1c(C)oc2cc(Br)c(OCC)cc12 | 0% |
| CC(C)c1ccc(/C=C/C(=O)N2CCCCCC2)cc1 | 4% |
| CC(=O)COc1ccc2c(C(F)(F)F)cc(=O)oc2c1 | 7% |
| COc1ccc(C2SCC(=O)N2CCN2CCCCC2)cc1 (stereo not given) | 9% |
| CCOC(=O)c1c(NC(=O)c2cc3nc(-c4ccco4)cc(C(F)(F)F)n3n2)sc(C)c1C | 4% |
| Cc1cc(/C=C(/C#N)C(=O)Nc2ccc(F)cc2)c(C)n1-c1ccc([N+](=O)[O-])cc1 | 11% |
| COc1cc(-c2nnc(SCC(=O)c3ccc(F)cc3)n2-c2ccccc2)cc(OC)c1OC | 15% |
| Cc1cc(C)c2oc(-c3ccc(NC(=O)c4cccc(Cl)c4)cc3)nc2c1 | 9% |
| Cc1cc(NC(=O)c2cc(-c3ccc(C(C)C)cc3)nc3ccccc23)no1 | 6% |
| Cc1cc(C)cc(OCC(=O)NCC(C)CN(C)C)c1 (stereo not given) | 5% |
| O=C(Nc1ccc2nn(-c3ccc(F)cc3)nc2c1)c1cccc(Br)c1 | 12% |
| COc1ccc(N(CC(=O)Nc2cc(C)ccc2C)S(C)(=O)=O)cc1 | 3% |
| COc1cccc(OCCCCOc2ccc(F)cc2)c1 | 0% |
| O=[N+]([O-])c1ccc(S(=O)(=O)N2CCCCCC2)cc1 | 8% |
| CCN(CC)C(=O)c1sc(NC(=O)c2ccco2)c(C(=O)OC)c1C | 16% |
| Cc1csc(-c2cc3ccc(OCc4c(F)c(F)c(F)c(F)c4F)cc3oc2=O)n1 | 5% |
| NC(=O)c1cc2nc(-c3ccco3)cc(C(F)(F)F)n2n1 | 8% |
| COc1cc(CN2CCN(c3ccccc3)CC2)c([N+](=O)[O-])cc1OC | 24% |
| COc1cc(OC)c(C=Nc2cc(C)cc(C)c2)cc1Br | 0% |
| CCOc1ccc2c(=O)c(Oc3ccc(OC)cc3)c(C(F)(F)F)oc2c1 | 3% |
| CSc1ccccc1N=Cc1cc([N+](=O)[O-])ccc1O | 0% |
| Cc1cc2nc3s/c(=C/c4ccc(-c5cc([N+](=O)[O-])ccc5Cl)o4)c(=O)n3c2cc1C | 7% |
| O=C(c1ccc(F)cc1)N1CCN(Cc2ccccc2[N+](=O)[O-])CC1 | 3% |
| CCCCOc1cccc(C(=O)Nc2ccc(N3CCN(C(C)=O)CC3)cc2)c1 | 22% |
| CCOC(=O)c1ccc(NC(=O)CCN2C(=O)/C(=C/c3ccc4c(c3)OCO4)SC2=S)cc1 | 22% |
| CC(=O)Nc1ccc(/C=N/c2nc3c(C)cc(C)cc3s2)cc1 | 5% |
| COc1ccc(C2CC(=O)C3=C(C2)Nc2ccccc2NC3c2cccs2)cc1 (stereo not given) | 23% |
| Cc1cc(C(=O)O)ccc1-c1ccc(/C=C2\C(=O)NC(=O)N(c3cccc(Br)c3)C2=O)o1 | 16% |
| Cc1csc(NC(=O)c2ccc(-c3ccc(Cl)cc3Cl)o2)n1 | 10% |
| Cc1cc([N+](=O)[O-])ccc1-c1ccc(C(=O)Nc2cc(Cl)cc(Cl)c2)o1 | 2% |
| COc1cc(C)ccc1OCCOCCOc1ccc(Cl)c(C)c1C | 19% |
| COc1cc(/C=C2\SC(N)=NC2=O)cc(OC)c1 | 6% |
| Cc1ccc(NC2CCS(=O)(=O)C2)cc1 (stereo not given) | 0% |
| COc1ccc(S(=O)(=O)Nc2ncccc2Cl)cc1 | 11% |

Continued.
| compound | RNase H inhibition |
| --- | --- |
| Cc1ccc(C2C(=O)c3ccccc3C2=O)c(C)c1C | 3% |
| COc1ccc(Br)cc1C(=O)Nc1ccccc1O | 4% |
| Cc1ccc(-c2nc(-c3ccc4ccccc4c3)c(-c3ccccc3)[nH]2)cc1 | 13% |
| CCC(=O)Nc1cccc(NC(=O)c2cc([N+](=O)[O-])ccc2Cl)c1 | 12% |
| Cc1cccc(N2C(=O)/C(=C/c3ccc(-c4ccc(F)cc4)o3)C(=O)NC2=S)c1 | 30% |
| CC(=O)O/N=C1\Sc2ccccc2C1=O | 9% |
| COc1cccc(/C(C)=N/N=C(\C)c2cccc(OC)c2)c1 | 0% |
| Cc1ccc(C(=O)N/C(=C/c2ccc(-c3ccc(Cl)cc3)o2)C(=O)NC(C)C)cc1 | 7% |
| O=C(O)c1ccc(S(=O)(=O)c2ccc3c(c2)C(=O)N(c2ccc(O)c(C(=O)O)c2)C3=O)cc1 | 0% |
| COc1cc(C=O)ccc1OCCCOc1ccc(C(C)C)cc1 | 30% |
| CCN(CC)c1ccc(NC(=O)Nc2ccc(Cl)cc2)cc1 | 6% |
| CN1C(=O)C(=Cc2ccc(-c3cc([N+](=O)[O-])ccc3O)o2)C(=O)N(C)C1=O | 9% |
| O=C(c1cccc(I)c1)N1CCN(c2ccccn2)CC1 | 8% |
| CCCc1cc(=O)n2[nH]c(Cc3ccccc3)c(-c3ccccc3OC)c2n1 | 7% |
| Cc1ccc(C(c2ccc(C)o2)c2cc([N+](=O)[O-])cc(Br)c2O)o1 | 0% |
| Cc1ccc(S(=O)(=O)N(C)CC(=O)N2CCN(Cc3ccccc3)CC2)cc1 | 17% |
| CC(=O)Nc1cccc(NC(=O)c2cccc(Cl)c2)c1 | 6% |
| Cc1ccc(C(=O)Nc2ccc(NC(=O)c3ccccc3)c(Br)c2)cc1C | 6% |
| Cc1ccc(C=Nc2ccccc2C(N)=O)o1 | 12% |
| Cc1cc(C(=O)Nc2ccc(Cl)c(Cl)c2)ccc1[N+](=O)[O-] | 7% |
| CCc1c(C)sc(NC(=O)c2cc(-c3ccc(OC)cc3OC)nc3ccccc23)c1C(=O)OC | 29% |
| COC(=O)C(=C/C=C/N(C)C)C(=O)OC | 3% |
| O=C(NC(=S)N1CCCCCC1)c1ccc(Br)cc1 | 9% |
| COc1cc(C(=O)Nc2cccc(-c3nc4ncccc4o3)c2)cc(OC)c1OC | 0% |
| N#Cc1cccc(N=Cc2ccc(OCc3ccccc3)cc2)c1 | 0% |
| COc1ccc(Nc2nc(N/N=C\c3ccc(-c4ccc(C(=O)O)cc4)o3)nc(Nc3ccccc3)n2)cc1 | 11% |
| CC1=C(C(=O)OC(C)C)C(c2ccc(O)c([N+](=O)[O-])c2)C2=C(CC(C)(C)CC2=O)N1 (stereo not given) | 8% |
| COc1ccc(N2C(=O)/C(=C\c3cccc(OCc4ccccc4)c3)C(=O)NC2=S)cc1 | 18% |
| O=C1CC(c2cccs2)c2ccc3ccccc3c2N1 (stereo not given) | 10% |
| CCn1c(=O)c(-c2nc3ccccc3[nH]2)c(O)c2ccccc21 | 5% |
| COc1cccc(C(=O)N2CCN(C(=O)c3cccc(Cl)c3)CC2)c1 | 5% |
| COc1ccc(NC2C=CS(=O)(=O)C2)cc1 (stereo not given) | 27% |
| O=C1S/C(=C\c2cccs2)C(=O)N1c1ccccc1 | 11% |
| O=c1oc(-c2ccccc2Cl)nc2c1cnn2-c1ccccc1 | 7% |
| O=C1c2ccccc2-n2c1cc(C=Nc1ccc(Cl)cc1)c2O | 0% |
| COc1ccc(C2C(C(C)=O)=C(O)C(=O)N2CC(=O)O)c(OC)c1 (stereo not given) | 0% |
| O=c1oc2c3c(ccc2c2c1CCC2)OCN(c1cccc(C(F)(F)F)c1)C3 | 15% |
| O=C(Cc1ccccc1)NC(=S)Nc1ccc(F)c([N+](=O)[O-])c1 | 33% |
| COc1ccc(CCN=CC2=C(O)CC(c3ccccc3)CC2=O)cc1OC (stereo not given) | 2% |
| COc1ccc(C2(C)CCc3oc4c(Br)cc(Br)cc4c3-c3oc(C)cc32)cc1 (stereo not given) | 11% |
| CCc1cc2c(C)cc(=O)oc2cc1OC(=O)c1ccccc1 | 8% |
| CCOC(=O)/C(C#N)=C/c1ccc(OCc2c(C)no[n+]2[O-])cc1 | 9% |
| COc1cc(C(=O)NCCCCNC(=O)c2cc(OC)c(OC)c(OC)c2)cc(OC)c1OC | 0% |
| CC1=NN(c2cccc(C)c2)C(=O)/C1=C\c1c(C)[nH]n(-c2ccc(Cl)cc2)c1=O | 15% |
| COc1ccc(CCN(C(=O)CCC(=O)O)C2CC(=O)N(c3cccc(Cl)c3)C2=O)cc1 (stereo not given) | 0% |
| CCCCc1ccc(NC(=S)NC(=O)c2ccccc2Br)cc1 | 14% |
| CCSc1nnc2c(n1)OC(c1cn[nH]c1-c1ccccc1)Nc1ccccc1-2 (stereo not given) | 13% |
| O=C1C(Cl)=C(c2ccc(Cl)cc2)C(=O)N1c1ccc([N+](=O)[O-])cc1 | 0% |
| Cc1ccc(S(=O)(=O)Nc2ccc(F)c([N+](=O)[O-])c2)cc1 | 5% |
| CN(C)/C=C/C=C/C=C1\CCC/C(=C\C=C\N(C)C)C1=O | 35% |
| COC(C)(C)CNS(=O)(=O)c1ccc(C)cc1 | 2% |
| COc1ccc(/C=C/C(=O)c2c(C)nc3ccc(Cl)cc3c2-c2ccccc2)cc1OC | 12% |
| O=c1oc(-c2sc3ccccc3c2Cl)nc2ccccc12 | 5% |
| CCOc1ccc(NC(=O)C2=C(C)NC(=O)NC2c2ccc(O)c(OC)c2)cc1 (stereo not given) | 6% |
| O=C(/C=C/c1ccccc1)NC(Nc1ccccc1F)C(Cl)(Cl)Cl (stereo not given) | 8% |
| CCC(CC)C(=O)N1c2ccc(F)cc2CCC1C (stereo not given) | 1% |
| CCOc1cc(C(=O)Nc2ccc(O)c(-c3nc4ccccc4s3)c2)cc(OCC)c1OCC | 15% |
| Cc1ccc2oc(-c3ccc(Cl)c(NC(=O)c4ccc([N+](=O)[O-])o4)c3)nc2c1 | 25% |
| CCCOc1ccc(N2C(=O)CC(N3CCN(c4ccccn4)CC3)C2=O)cc1 (stereo not given) | 3% |
| Cc1ccc(N2C(=O)CC(C3CCCO3)C2=O)cc1 (stereo not given) | 1% |

Some of the entries so far, with each value named.
CCOc1ccc(NC(=O)C2=C(C)NC(=O)NC2c2ccc(O)c(OC)c2)cc1 (stereo not given)
  RNase H inhibition = 6%

O=C(/C=C/c1ccccc1)NC(Nc1ccccc1F)C(Cl)(Cl)Cl (stereo not given)
  RNase H inhibition = 8%

CCC(CC)C(=O)N1c2ccc(F)cc2CCC1C (stereo not given)
  RNase H inhibition = 1%

CCOc1cc(C(=O)Nc2ccc(O)c(-c3nc4ccccc4s3)c2)cc(OCC)c1OCC
  RNase H inhibition = 15%

(listing goes on)
| compound | RNase H inhibition |
| --- | --- |
| COC(=O)c1cc(NC(=O)C(C)Oc2ccc(Cl)cc2C)cc(C(=O)OC)c1 (stereo not given) | 4% |
| CCN(CC)CC(O)Cn1c2c(c3cc(C)ccc31)CCCC2=O (stereo not given) | 4% |
| Cc1cc(OCC(=O)Nc2c(C)cc(Br)cc2C)ccc1Cl | 1% |
| COc1ccc(-c2n[nH]c(=S)n2/N=C/c2ccc(OC)c(Br)c2)cc1 | 16% |
| O=C(/C=C/c1cccnc1)c1ccc(NC(=O)c2ccco2)cc1 | 11% |
| Cc1ccc(SC2=NS(=O)(=O)c3ccccc32)c(C)c1 | 10% |
| Cc1cccc(C(=O)NNC(=O)c2ccc(O)cc2O)c1 | 0% |
| CCOc1cccc(C=NN2CCN(c3ccccn3)CC2)c1O | 4% |
| COc1ccc(Cl)cc1C(=O)Nc1cccc(C)c1 | 4% |
| Cc1cc(NC(=O)c2cc3nc(-c4ccccc4)cc(-c4ccccc4)n3n2)no1 | 9% |
| CCOc1ccc(C2C(C#N)=C(N)Oc3cc(N)ccc32)cc1 (stereo not given) | 4% |
| O=C(COc1ccccc1[N+](=O)[O-])Nc1ccc(Cc2ccncc2)cc1 | 16% |

Four compounds out of the list, sorted by SMILES length, low to high.
| compound | RNase H inhibition |
| --- | --- |
| CCOc1cccc(C=NN2CCN(c3ccccn3)CC2)c1O | 4% |
| O=C(/C=C/c1cccnc1)c1ccc(NC(=O)c2ccco2)cc1 | 11% |
| O=C(COc1ccccc1[N+](=O)[O-])Nc1ccc(Cc2ccncc2)cc1 | 16% |
| COC(=O)c1cc(NC(=O)C(C)Oc2ccc(Cl)cc2C)cc(C(=O)OC)c1 (stereo not given) | 4% |

From PubChem BioAssay

The list is partial; the hit share may differ from the screen's.
